# Screens (PubChem BioAssay)
# ST2 IL33 inh = inhibitors of human ST2 (IL1RL1) binding to IL-33, primary screen, biochemical, AlphaLISA. Interleukin-1 receptor-like 1 (Homo sapiens), Q01638. AlphaLISA ST2-Fc/biotin-IL-33 interaction, 1 h. inhibition, % for hits at 17 µM. 78,000 compounds, 2.3% hits; in the data active = inhibition above about 30%; inconclusive = mostly about 10% to 28%
# Target sequence (Q01638 whole entry, looked up): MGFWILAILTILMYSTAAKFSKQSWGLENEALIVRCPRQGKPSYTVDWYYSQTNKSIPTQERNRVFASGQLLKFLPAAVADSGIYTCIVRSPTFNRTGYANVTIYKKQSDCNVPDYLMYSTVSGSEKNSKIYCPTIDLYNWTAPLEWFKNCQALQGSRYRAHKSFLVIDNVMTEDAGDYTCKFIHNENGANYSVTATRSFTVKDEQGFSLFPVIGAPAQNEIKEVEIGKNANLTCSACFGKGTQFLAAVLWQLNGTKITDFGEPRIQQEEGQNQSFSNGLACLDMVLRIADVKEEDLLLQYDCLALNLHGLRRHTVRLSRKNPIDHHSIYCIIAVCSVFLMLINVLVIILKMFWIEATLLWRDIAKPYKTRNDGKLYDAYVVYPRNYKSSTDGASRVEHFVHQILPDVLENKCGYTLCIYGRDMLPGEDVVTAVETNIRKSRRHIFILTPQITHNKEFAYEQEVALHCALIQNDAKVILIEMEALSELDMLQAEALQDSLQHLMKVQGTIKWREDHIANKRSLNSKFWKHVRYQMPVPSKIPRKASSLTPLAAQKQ
# The depositor's hits bear a star; i = inactive; u = inconclusive.
SMILES,ST2 IL33 inh
COC(=O)C1C(=O)C2=C(CC1C)NC(C)=C(C(=O)OC1CCCCC1)C2c1ccc(Cl)cc1 (centres undefined),i
CN1CCCN(Cc2ccc(Cl)cc2Cl)CC1,i
CN(c1ccc(Br)cc1)S(=O)(=O)c1cccc2cccnc12,i
O=C(CN1CCOc2ccccc2C1)N1CCc2nc[nH]c2C1,i
CCc1ccc(-c2csc(N3C(=O)C4[C@@H]5CC[C@@H](C5=C(C)C)[C@@H]4C3=O)n2)cc1 (some centres undefined),i
Cn1cc(C2c3nc[nH]c3CCN2Cc2cccn2-c2nccs2)cn1 (centres undefined),i
COc1ccc(C2CC(c3ccc(C)cc3)n3nc(N)nc3N2)cc1 (centres undefined),i
COc1ccc(-n2ncc3c(Nc4cc(C)ccc4C)ncnc32)cc1,u

# Filtered by structure: the compounds so far containing sulfur.
SMILES,ST2 IL33 inh
CN(c1ccc(Br)cc1)S(=O)(=O)c1cccc2cccnc12,i
CCc1ccc(-c2csc(N3C(=O)C4[C@@H]5CC[C@@H](C5=C(C)C)[C@@H]4C3=O)n2)cc1 (some centres undefined),i
Cn1cc(C2c3nc[nH]c3CCN2Cc2cccn2-c2nccs2)cn1 (centres undefined),i

# Additional entries:
SMILES,ST2 IL33 inh
O=C(Nc1ccc(C(=O)N2CCN(c3ccc(F)cc3)CC2)cc1)C1CCCO1 (centres undefined),i
COc1ccccc1C(=O)N1C[C@@H]2C[C@H](C1)c1ccc(-c3cccc(C(F)(F)F)c3)c(=O)n1C2,i
Cc1cc(C)cc(CC(CC(=O)O)C(=O)Nc2cccc(C(F)(F)F)c2)c1 (centres undefined),i
O=C(COc1ccc(Br)cc1)Nc1ccc(F)cc1,39.0%*
Cc1c(C(=O)NC2CCCCC2)oc2ccc(S(=O)(=O)N3CCCCCC3)cc12,i
CN(CCOc1ccccc1)c1ncnc2[nH]ccc12,i
Oc1ccccc1/C=C/c1nc(-c2ccccc2O)n(-c2ccccc2)n1,36.0%*
O=C(Cn1c2ccccc2c(=O)c2ccccc21)Nc1ccc(F)cc1F,i
CC(=O)O[C@H]1CC2(C)[C@@H](C[C@@H](O)[C@H]3[C@@]4(C)CC[C@@H](O)[C@@H](C)[C@@H]4CC[C@@]32C)C1=C(CCC=C(C)C)C(=O)O (some centres undefined),i
Cc1ccc(C(=O)Nc2ccc(N3CCCC3)cc2)cc1Cl,53.0%*
CN(C)c1ccc(-c2nnc([C@H]3CCN(Cc4ccc(C#N)cc4)C3)o2)cc1,i
CCOc1ccc(NC(=O)CSc2nnnn2-c2ccc(C(N)=O)cc2)cc1,i
CCc1nc(C)cc([N+](=O)[O-])c1O,u
CCc1oc(C(=O)N(C)Cc2snnc2C)cc1CN1CCCC1,u
N#Cc1c(N)c(C(=O)c2ccccc2)n2c1CCC2,u
COC(=O)c1cc2n(n1)CCN(C(=O)CCN1CCCCO1)C2,u
O=C(Nc1ccc(Cl)cc1C(F)(F)F)c1cnc2n(c1=O)CCS2,u
Cc1ccc(C2=NN(C(=O)CCC(=O)O)C(Cc3cc4cccc(C)c4[nH]c3=O)C2)cc1 (centres undefined),i
CSc1nc(O)cc(=O)n1-c1ccccc1,i
Cc1ccc(C)c(CN2CCCN(C)CC2)c1,i
Cc1ccc(N(C(=O)c2ccccc2Br)C2C=CS(=O)(=O)C2)cc1C (centres undefined),i
N#Cc1c(-c2ccc(Cl)cc2)cc(-c2ccccc2)nc1N,i
Clc1ccc(-c2nc(-c3ccncc3)no2)cc1Cl,i
CNCC(=O)NC1CCCN(C(=O)c2cccs2)C1 (centres undefined),i

# Retrieved by compound from above, 5 records:
SMILES,ST2 IL33 inh
Cc1ccc(C2=NN(C(=O)CCC(=O)O)C(Cc3cc4cccc(C)c4[nH]c3=O)C2)cc1 (centres undefined),i
Cc1ccc(C)c(CN2CCCN(C)CC2)c1,i
Cc1ccc(N(C(=O)c2ccccc2Br)C2C=CS(=O)(=O)C2)cc1C (centres undefined),i
CNCC(=O)NC1CCCN(C(=O)c2cccs2)C1 (centres undefined),i
O=C(Nc1ccc(Cl)cc1C(F)(F)F)c1cnc2n(c1=O)CCS2,u

# The listing continues.
SMILES,ST2 IL33 inh
O=C(Nc1ccc(N2CCC(NC3Cc4ccccc4C3)CC2)cc1)C1CCCC1,u
CCc1nccn1CCC(=O)NC1CCCc2c1cnn2-c1ccc(F)cc1F (centres undefined),u
O=C(c1ccc2c(c1)OCO2)N1CCC(O)(C2CCN3Cc4ccccc4N=C23)CC1 (centres undefined),i
O=C(CCc1cccs1)NCc1cccnc1N1CCOCC1,i
O=C(NCC1CCCN(Cc2ccc(-c3ccccc3Cl)o2)C1)c1cccnc1 (centres undefined),i
CC1=CCC(c2nnc(C)o2)C(c2ccc(Cl)cc2)C1 (centres undefined),i
Cn1cc(SCC(=O)N2CCCCCC2)c2ccccc21,u
CN(C)CCn1ccnc1-c1cc(CN(C)C)cs1,i
O=C(NCCCN1CCOCC1)c1ccc2c(c1)OCO2,i
Cc1nnc(SCCCNC(=O)c2cc(C(C)C)n3ncnc3n2)s1,u
NC(=O)c1ccc[n+](CC(=O)c2ccc(Cl)cc2)c1,i
CCOC(=O)C1CCCN(C(=O)c2c[nH]n3c(=O)c(Cc4ccc(Cl)cc4)c(C)nc23)C1 (centres undefined),i
COc1ccc(/C=c2\sc3n(c2=O)CN(c2ccc4c(c2)OCO4)CN=3)cc1,31.0%*
Cc1cc(C)cc(C(=O)N2CCN=C2SCc2ccccc2C)c1,i
O=C(Nc1ccc2c(c1)OCCO2)C1CCN(C(=O)c2ccccc2)CC1,i
Cc1ccc(OCC(=O)N2CCN(S(=O)(=O)c3cc4c5c(c3)CCN5C(=O)CC4)CC2)cc1,i
O=c1c2cnn(-c3ccccc3)c2ncn1Cc1ccccc1F,i
O=C(c1ccccc1F)N(c1ccc(Br)cc1)C1C=CS(=O)(=O)C1 (centres undefined),i
OCCN1CN=C(SCc2ccccc2)NC1,i
NS(=O)(=O)c1ccc(N2CCCC2=O)cc1,i
O=C1Nc2cc(C(=O)N3CCN(c4ccccc4)CC3)ccc2SC1N1CCCC1 (centres undefined),i
Cc1ccc(NC(=O)CC(=O)NC(C)c2nc3ccc(C)cc3[nH]2)c(C)c1 (centres undefined),i
Cc1nc(CN(C)Cc2cccc(-c3ccco3)c2)no1,u
O=C1C[C@@H]2CCN(C(=O)COc3ccccc3)C[C@@H]2CCN1Cc1cccnc1,i

# Three of the compounds above, as labelled records.
> Cc1ccc(C2=NN(C(=O)CCC(=O)O)C(Cc3cc4cccc(C)c4[nH]c3=O)C2)cc1 (centres undefined)
  ST2 IL33 inh: i

> O=C(COc1ccc(Br)cc1)Nc1ccc(F)cc1
  ST2 IL33 inh: 39.0%*

> O=C(Cn1c2ccccc2c(=O)c2ccccc21)Nc1ccc(F)cc1F
  ST2 IL33 inh: i

# Going on with the list.
SMILES,ST2 IL33 inh
CCOc1ccc(C2=Nn3c(nnc3-c3ccccc3O)SC2)cc1Cl,u
CCCc1nc(C(=O)NC2CC(=O)N(CCc3ccc(F)cc3)C2)cs1 (centres undefined),i
COc1ccc(Cl)cc1NC(=O)C1CCCN(S(=O)(=O)c2cnc[nH]2)C1 (centres undefined),i
COC(=O)[C@@H](NC1CCN(c2cccc(NC(=O)c3ccccc3OC)c2)CC1)C(C)C,i
COc1cccc(N2CCN(S(=O)(=O)c3cccc4cccnc34)CC2)c1,i
Cn1c(SCC(=O)NCCc2ccccc2)nc2c([nH]c3ccccc32)c1=O,u
COc1ccc(Cl)cc1C(=O)Nc1ccc(-c2nc3ccccc3[nH]2)cc1,u
COc1cc(OC)cc(C(=O)OCCN=C2NS(=O)(=O)c3ccccc32)c1,i
Cc1ccc(NC(=O)c2ccc(-c3cccc([N+](=O)[O-])c3)o2)cc1-c1nc2ncccc2o1,u
C=CCO[C@H]1[C@H](NC(=O)C2CC2)c2ccccc2C12CCN(C(=O)c1ccc(C(F)(F)F)cc1)CC2,i
CC(C)NC[C@H]1O[C@@H](CO)[C@@H](O)[C@H]1N1CCN(C)CC1,i
O=C(CCc1nnc(CCc2c[nH]c3ccccc23)o1)N1CCC(c2ccccc2Cl)C1 (centres undefined),i
COc1ccc(CC(=O)Nc2c(C)cccc2C)cc1,u
COCCc1ccc(OCC(O)CNC(C)C)cc1 (centres undefined),i
Nc1nc(=O)n2c(n1)sc1ccccc12,i
CCC(C)N(C)C(=O)c1cc2ccccc2c(-c2ccccc2Cl)n1 (centres undefined),i

# (further entries)
mol	ST2 IL33 inh
CC(NC(=O)c1ccc(F)cc1)C(c1cccs1)N1CCOCC1 (centres undefined)	i
CC(C)c1nnsc1CN1CCCC2(CNC(=O)O2)C1 (centres undefined)	i
CCn1c(=O)n(-c2ccc(C)c(C)c2)c2nc(-c3ccc(F)cc3)nc(C(N)=O)c21	i
Cc1cccc(OCC(=O)Nc2cc([N+](=O)[O-])ccc2C)c1	i
CC(=O)NC(N)=Nc1nc2cc([N+](=O)[O-])ccc2o1	i
COc1ccc(Cl)cc1NC(=O)CSc1nc2ccc(C)cc2[nH]1	i
Cc1ccsc1S(=O)(=O)N1CC(c2cccnc2)C1	i
COCCN1CCC(CN2CCN(c3cc(=O)[nH]c(N)n3)CC2)CC1	i
Cc1[nH]c2c(c1CC(Cl)(Cl)Cl)C(=O)CC(C)(C)C2	i
O=C(O)CSC1CC(=O)N(c2cccc(Cl)c2)C1=O (centres undefined)	u
O=C1CCCC2=C1C(c1cccc([N+](=O)[O-])c1)N(C(=O)c1ccccc1)c1ccccc1N2 (centres undefined)	i
CC(=O)c1cc(CN2CCc3onc(-c4ccc5c(c4)OCO5)c3C2)cs1	i
CC1=C[C@@H](CO)[C@H](C(C)C)C[C@H]1Cc1nnc(-c2ccncc2)o1	u
COc1cc(-c2nnc(NC(=O)c3ccc(S(=O)(=O)N(C)C)cc3)o2)cc(OC)c1OC	u
Cc1cccc(NC(=O)CCC2CCN(C(=O)c3ccc(-c4ccco4)cc3)CC2)c1	i
CCOc1ccccc1OCCOc1ccc([N+](=O)[O-])cc1Cl	u
CC(C)CCNC(=O)Cn1c(=O)[nH]c2ccsc2c1=O	i
O=C(c1ccco1)N1CCN=C1SCc1ccc(Br)cc1	i
Cc1cc(OCC(=O)NCc2ccncc2)cc(C)c1Br	i
C=CCn1c(CCNC(=O)c2ccc(Cl)cc2)nc2ccccc21	u
NS(=O)(=O)c1ccccc1N1C(=O)CCC1=O	i
CCN(CC)c1ncccc1CNCc1cccn1-c1cccnc1	u
Cc1c(C(=O)Nc2nnc(CCC(=O)c3ccccc3)s2)cccc1[N+](=O)[O-]	i
Clc1ccc(OCCn2nc3ccccc3n2)cc1	i
O=C(Nc1cccc([N+](=O)[O-])c1)C1CCN(C(=O)c2ccc(F)cc2)CC1	i
COCCCN1C(=O)C(O)=C(C(=O)c2cccs2)C1c1ccc(OC)c(OC)c1 (centres undefined)	i
O=C(CSc1nc2c(c(=O)n1-c1ccc(F)cc1)SCC2)Nc1cccc(F)c1	u
CC(C)C(C(=O)O)N1C(=O)c2ccc(C(=O)O)cc2C1=O (centres undefined)	i
Cc1c(NC(=O)c2cccc(CN3CC[C@@H]4CCCC[C@H]4C3)c2)cnn1C	i
COc1cc(Br)c(CCNC(=O)Cc2ccccc2)cc1OC	i
Cc1cc(-n2cnnc2)ncc1-c1ccc(O)cc1	i
C=CCNC(=O)c1c[nH]n2c(=O)c(Cc3ccc(F)cc3)c(C)nc12	i
O=C(COc1ccc(Br)cc1)Nc1ccc(F)cc1F	i
O=C1CCCN1CCn1ccnc1-c1ccc(-c2ccn[nH]2)o1	u
O=[N+]([O-])c1ccc(N2CCN(Cc3ccc4c(c3)OCO4)CC2)cc1	u
COc1cc(NC(=O)NC[C@H]2O[C@@H](CO)[C@@H](O)[C@H]2N2CCN(C)CC2)cc(OC)c1	i
Cc1ccn2cc(-c3ccc(F)cc3)cc2c1	u
O=C(C[C@@H]1O[C@H](CNC(=O)Nc2cccc(F)c2)[C@@H](O)[C@H]1O)NCc1ccc(F)cc1	u
COc1ccc2cc3cc(C(=O)N(C)c4ccc(C)c(C)c4)oc3nc2c1	i
Cc1c(CCC#N)c(-n2ccnc2)n2c(nc3ccccc32)c1C#N	i
COc1ccc(Cn2c(Oc3ccccc3)nc3c2c(=O)n(C)c(=O)n3C)cc1	u
Cc1nc2c(-c3ccc(F)cc3)c(C)nn2c(C)c1CCC(=O)Nc1cc(F)ccc1F	i
Cc1nc(C)c(CC(=O)N2CCc3c([nH]c4ccccc34)C2c2ccccn2)s1 (centres undefined)	u
Clc1ccc(C2CN(Cc3cc(-c4cccnc4)no3)CCO2)cc1 (centres undefined)	i
COCCn1c(=O)[nH]c2cc(C(=O)N3CCN(C)CC3)ccc2c1=O	i
C=CCn1ccc(-c2cccc(-c3cc(C(=O)N4CCCC4)ccn3)c2)n1	u
O=[N+]([O-])c1ccc(CN2CCN(c3ccccc3Cl)CC2)o1	u
O=C(c1cnsn1)N1CCc2c(cc(-c3ccc(F)cc3F)c(=O)n2Cc2ccccn2)C1	i
Cc1csc2ncc(C(=O)Nc3cccc(Br)c3)c(=O)n12	u
COc1ccc(NC(=O)C2CCCCC2C(=O)O)cc1 (centres undefined)	u
Cc1ccc(Nc2ncnc3ccccc23)cc1C	i
Clc1ccc(CCNc2ncnc3c2cnn3-c2ccccc2)cc1	u
CCc1cn[nH]c1C1CCN(C(=O)c2cc(C)nc3c2cnn3C(C)C)CC1	i
CCOc1ccc(N=Cc2cccc([N+](=O)[O-])c2O)cc1	u
Cc1nc(C(C)NC(=O)CCc2c[nH]c3ccccc23)n[nH]1 (centres undefined)	u
CCC(C)n1c(=N)c(C(=O)NC2CCCCC2)cc2c(=O)n3ccccc3nc21 (centres undefined)	i
CC1(C)O[C@@H]2[C@@H](O1)[C@H](n1cnc3c(N)ncnc31)O[C@@H]2C(=O)O	i
Cc1ccc(C)c(S(=O)(=O)Nc2ccc(O)cc2)c1	i

# An excerpt, so the mix of outcomes need not match the whole.
